CCT chaperon mod: modulators of cytosolic chaperonin (CCT/TRiC) activity. purified chaperonin ATPase assay, HTRF ADP detection, 30 min. activity change, % (concentration not given with the values), hits read low. hit rate 0.3% among 360,000. AID 651819; in the data active = activity change below about -30%; also: % is scaled to controls: 0 for no effect and ±100 for the full control effect
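Enzyme 40 or 20 nM (batch-dependent) in Tris pH 7.4/KCl/MgCl2/DTT; cpd 76 uM single point; ATP 10 uM; 30 min 37 °C; Transcreener ADP HTRF detection, 30 min RT; ratio 665/615.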
DRD3 agonist: activates the human D3 dopamine receptor; P35462; D3R DiscoveRx beta-arrestin cells, luminescence, 90 min; max activation, %; hit rate 0.58% among 410,000; AID 652048; in the data active = max activation above about 30%; also: 0% is about no effect; mostly tested at two doses, the higher about 12 µM
Target sequence (P35462 whole entry, looked up): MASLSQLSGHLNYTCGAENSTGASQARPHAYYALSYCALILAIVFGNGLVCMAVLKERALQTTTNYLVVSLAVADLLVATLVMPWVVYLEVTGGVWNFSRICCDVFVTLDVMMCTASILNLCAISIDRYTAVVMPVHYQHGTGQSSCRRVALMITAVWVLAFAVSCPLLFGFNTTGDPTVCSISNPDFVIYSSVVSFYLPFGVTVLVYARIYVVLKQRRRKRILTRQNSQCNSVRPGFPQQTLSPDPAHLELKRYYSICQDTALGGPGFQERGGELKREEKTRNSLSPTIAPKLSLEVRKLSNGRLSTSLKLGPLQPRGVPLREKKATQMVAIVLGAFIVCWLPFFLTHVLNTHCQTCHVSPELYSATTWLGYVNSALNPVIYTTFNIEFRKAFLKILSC
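Agonist-mode cell screen: cells plated at 1500/well and incubated overnight at 37 °C, then exposed to library compounds for 90 min at 37 °C. Detection reagent was added for 30–60 min at room temperature, and luminescence was read.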
EPAC2 agonist: agonists of human EPAC2 (RAPGEF4) | Q8WZA2 | EPAC2 activation, biochemical qHTS; response scale: 100% = 6.5 mM cAMP response | Potency, µM (series often up to 154 µM), for the others: at the highest dose activation, hits mostly activators | hit rate 0.079% among 360,000 | AID 720711; also: potency is read from the fitted curve at half-maximal effect; nearly all actives have a fitted effect of over 50% in size
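qHTS, titration series. 100 nM EPAC2 / 250 nM Rap1B-BODIPY-GDP / 50 uM GDP; RT; ex 480/em 540 nm, 5-min reads to 30 min. Norm. to 6.5 mM cAMP = activation.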
PTHR1 agonist: PTHR1 (human) receptor agonism; Q03431; HEK293 GP2 PTHR1 cells, GloSensor cAMP luminescence, 1 h; Potency, µM (doses to about 115 µM), inactives show top-dose activation, hits mostly activators; hit rate 0.075% among 410,000; AID 743266; also: potency is read from the fitted curve at half-maximal effect; nearly all actives have a fitted effect of over 55% in size; some results filed as inactive show a strong effect at the top dose; inactives centre near -15; many of its hits are not listed in these tables
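HEK-293-derived GP2 cells expressing PTHR1 and a GloSensor cAMP reporter, 3,000/well, plated overnight, given luciferin plus IBMX (each 0.5 mM as added) for 1 h at 37 °C, then compound for 1 h at 37 °C. Luminescence was read after 15 min at room temperature.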
EPAC2 antag: blocks human EPAC2 exchange factor; Q8WZA2; EPAC2 GEF exchange of Rap1B-BODIPY-GDP, fluorescence; Potency, µM (doses to about 114 µM), inactives show top-dose activity, negative = inhibition, usual class: inhibitors; hit rate 0.18% among 360,000; also: potency is read from the fitted curve at half-maximal effect; % is scaled to controls: 0 for no effect and ±100 for the full control effect; nearly all actives have a fitted effect of over 45% in size; many of its hits are not listed in these tables
D3 antag: antagonists of human D3 dopamine receptor. P35462. D3R cells, DiscoveRx beta-arrestin luminescence, antagonist mode; active compounds read low. max response, negative = inhibition, %. hit rate 2.5% among 360,000. AID 652054; in the data active = max response below about -50%; inconclusive = no clear call, values can overlap the other calls; also: % is scaled to controls: 0 for no effect and ±100 for the full control effect; mostly tested at two doses, the higher about 12 µM
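Cells plated overnight at 1500 cells/well, then exposed to library compounds with dopamine controls for 90 minutes at 37 degrees C. DiscoveRx reagent added for 30–60 minutes at room temperature; luminescence read, quantitative HTS format.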
pAkt inh: inhibitors of Akt phosphorylation; hit rate 0.32% among 360,000; activity change, % for hits at 50 µM; Neuro2A IGF-stimulated pAkt S473 HTRF, 20 min; active compounds read low; in the data active = activity change below about -80%; inconclusive = mostly about -51% to -80%; also: % is scaled to controls: 0 for no effect and ±100 for the full control effect
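Neuro2A cells (4,500/well, DMEM with 0.5% FBS) were treated with compound at a single 50 µM final concentration, stimulated with 6 nM IGF for 20 min at 37 °C, and lysed. Phospho-Akt Ser473 was read by HTRF as 665/615 ratio ×10^4.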
Mm-Cpn inhibitor: blocks the Methanococcus maripaludis chaperonin Mm-Cpn. purified Mm-Cpn ATPase, ADP Transcreener TR-FRET. Potency, µM (titrated, usually from 76.9 µM), for the others: top-dose activity, negative = inhibition, actives largely listed as inhibitors. hit rate 0.031% among 330,000; also: potency is read from the fitted curve at half-maximal effect; % is scaled to controls: 0 for no effect and ±100 for the full control effect; nearly all actives have a fitted effect of over 80% in size
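Measured: ADP formation by purified Mm-CPN. Conditions: 25 nM protein, 10 uM ATP, Tris pH 7.4 with Mg2+, K+ and DTT, 37°C for 30 min. Detection: Transcreener HTRF after 30 min at room temperature.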
Starred values were filed as active, the others as inactive; i = inactive; u = inconclusive; x = no result given; [ ] = another dose, or the depositor's remark. Unless noted, calls follow the shape of the dose curve; as a rule, active = well fitted curve in the direction sought with a large enough effect; inconclusive = small, poorly fitted or top-dose-only effect, or another doubt; inactive = no such curve, though single readings can be large; an effect the other way counts as inactive or inconclusive.

SMILES	CCT chaperon mod	DRD3 agonist	EPAC2 agonist	PTHR1 agonist	EPAC2 antag	D3 antag	pAkt inh	Mm-Cpn inhibitor
COc1cc(CNc2ncnc3c2[nH]c2ccc(C)cc23)cc(OC)c1	-1.5	1	20%	-58%[inhibitor]	-4%	4	i	2%
N#CC1=C(N)NC(SCC(=O)c2ccccc2)=C(C#N)C12CCCC2	0.6	2	1%	-20%	-2%	11	i	-2%
O=C(c1ccc2c(=O)n3c(nc2c1)CCCCC3)N1CCCCC1	-1.0	-4	10%	i	8%	4	i	2%
C=CCn1c(=NC(=O)C2COc3ccccc3O2)sc2cccc(OC)c21 (stereo not drawn)	-2.4	5	14%	-28%	-9%	54	i	0%
C[C@H](NC(=O)c1nc[nH]c1C(=O)N(C)CCO)c1ccccc1	-0.1	-10	13%	0%	6%	0	i	x
COc1ccc(S(=O)(=O)N2CCCCC2)cc1NC(=O)c1[nH]c(C)c(C(C)=O)c1C	-1.1	-20	7%	-6%	-3%	-1	i	-1%
COc1ccc(CN2C(=O)C(CC(C)C)Nc3ncnc(N4CCOCC4)c32)cc1 (stereo not drawn)	1.4	-22	-2%	-21%	6%	-6	i	-17%
CC(CC(=O)Nc1ccccc1C(F)(F)F)c1ccccc1 (stereo not drawn)	-0.9	-5	-6%	u	-3%	0	i	-1%
O=C(CSc1ncn(-c2ccccc2)n1)NCc1ccccc1	0.4	-4	3%	i	8%	12	i	-1%
CCOC(=O)c1sc(NC(=O)C(C)C)c(C#N)c1C	-0.5	-10	10%	-4%	9%	-21	i	-1%
Cc1ccc(S(=O)(=O)CCC(=O)NC2CCCC2)cc1	-2.1	4	6%	17%	4%	16	i	-6%
CCOCC(=O)Nc1ccccc1C(=O)N1CCOCC1	-1.9	-8	15%	i	5%	-4	i	3%[15.4 µM]
CC(=O)Nc1ccc(S(=O)(=O)N(C)CC(=O)OCC(=O)Nc2cccnc2Cl)cc1	-2.7	-2	0%	-1%	0%	-14	i	1%
COc1ccc(Cl)cc1C(=O)NNC(=S)NC1CCCC1	-2.5	-7	2%	i	4%	-21	i	-2%
CC(C)NC(=O)c1nn2c(C(F)(F)F)cc(-c3ccco3)nc2c1Cl	1.3	-3	0%	i	19%	0	i	-15%
Cn1c(SCc2nc3ccccc3n2CCO)nc2ccccc21	-3.3	-1	3%	i	8%	-20	i	1%
COc1cccc(NC(=O)COC(=O)c2ccc(S(=O)(=O)NCc3ccco3)cc2)c1	0.6	-3	1%	u	11%[57.1 µM]	-14	i	-2%
Cc1cc(C)c(C)c(S(=O)(=O)N2CCC(C(=O)NNC(=O)c3ccccc3O)CC2)c1C	1.0	2	-2%	-7%	-22%	24	i	1%
Cc1cc(C(F)F)n2ncc(C(=O)N3CCC(C(N)=O)CC3)c2n1	0.7	-3	2%	-15%[57.5 µM]	4%	17	i	1%
O=c1c2c([nH]c3ccccc13)CCC2	-2.3	0	1%	i	3%	3	i	-5%
CCOC1=CC(=O)OC(c2ccccc2)C1 (stereo not drawn)	-0.2	-19	10%	i	8%	u	i	x
COc1ccc2c(c1)OC[C@H]1[C@H]2N2C(=O)CN(Cc3ccc(Cl)cc3)C(=O)[C@@]2(C)[C@H]1c1ccccc1	-1.0	-9	4%	12%	-5%	-14	i	-9%
Nc1nc2nc[nH]c2c(=O)[nH]1	-0.7	13	4%	-9%	8%	46	i	1%
COc1ccc(S(=O)(=O)Nc2cccc(S(=O)(=O)N3CCCCC3)c2)cc1	0.8	6	1%	-13%	-3%	4	i	1%
C[n+]1cn(/N=C/c2ccccc2)c2ccccc21	-2.0	-5	10%	-16%	-7%	0	i	4%
CCCN(CCC)C(=O)Cn1c(=O)n(CCC(=O)NCCc2ccccc2)c(=O)c2ccccc21	-0.6	-3	-6%	i	7%	5	i	0%
Cc1cc(=O)oc2c3c(cc(OCC(=O)NCCN4CCOCC4)c12)OC(C)(C)CC3	-1.4	-44	10%	-25%	1%	0	i	0%
c1ccc(CSc2ncn[nH]2)nc1	-1.6	-2	7%	i	4%	-6	i	0%
O=C(NCC1CCCO1)c1cn(Cc2ccccc2)nc1-c1ccccc1 (stereo not drawn)	1.6	-5	10%	i	5%	-1	i	2%
COc1ccc(-c2cn3c(C)c(C(=O)Nc4cc(NC(C)=O)ccc4OC)sc3n2)cc1	0.5	5	3%	i	9%	-6	i	u
COc1cc(CNn2cn[nH]c2=S)cc(Br)c1OCc1ccccc1F	-1.1	-16	11%	i	2%	u	i	-6%
CCCCN1CC(O)=C(c2nc(-c3ccc(Br)cc3)cs2)C1=N	-8.9	4	3%	i	2%	8	i	-6%
COc1ccc(CCNc2oc(Cc3cccc4ccccc34)nc2C#N)cc1OC	-1.3	5	10%	-12%[57.5 µM]	-3%	-60*	i	-2%
CCC(c1nnnn1Cc1ccco1)N1CCN(C(=O)c2ccco2)CC1 (stereo not drawn)	-2.0	-2	4%	i	3%	u	i	-1%
CCOC(=O)C1=C(C)N(C[C@@H]2CC[C@@H](Cc3ccc(-c4ccccc4)cc3)O2)C(=O)NC1c1ccc(Cl)cc1 (stereo partly drawn)	1.3	-29	8%	1%	6%	0	i	-1%
Cc1cccc(C)c1NC(=O)C1c2ccccc2OCC(=O)N1CCCN1CCOCC1 (stereo not drawn)	1.6	8	5%	-1%	14%	11	i	x
COC(=O)c1ccc(CSc2nc3c(cnn3-c3ccc(C)c(C)c3)c(=O)[nH]2)o1	-2.6	-4	-4%	i	-5%	58	i	2%
Cc1ccc(-c2cccc(C(=O)NCc3ccccc3)n2)c2ccccc12	-1.1	0	8%	-47%[inhibitor]	1%	-59*	i	-6%
O=C(O)CSc1ncnc2scc(-c3ccccc3)c12	-2.1	3	1%	-4%	-10%	0	i	-28%
NC(=O)CSC1=N/C(=C\c2ccco2)C(=O)N1c1ccc(OC(F)F)cc1	2.0	6	5%	-48%[inhibitor]	5%	3	i	-2%
N#C/C(=C\c1ccc(O)cc1)C(=O)NCc1cccc(Cl)c1	-2.5	-9	13%	-33%[inhibitor]	2%	-23	i	1%
COc1ccc(N=c2oc3cc(O)ccc3cc2C(=O)Nc2ccccn2)cc1OC	-0.6	-4	4%	-41%[inhibitor]	9%	15	i	-1%
CC1CCN(c2ccc(N3C(=O)C4CCCCC4C3=O)cc2[N+](=O)[O-])CC1 (stereo not drawn)	-2.5	-2	-13%	-4%	6%	-16	i	0%
CC(C)(C)NC(=O)C1CC(=O)OC12CCOC(C)(C)C2 (stereo not drawn)	-1.4	-1	-2%	i	7%	12	i	2%
CCC(CC)NCc1ccc(OC)cc1OC	0.7	-15	1%	-4%[57.5 µM]	11%	-15	x	2%
Cc1ccc(S(=O)(=O)c2c[nH]c3ccc(C)cc3c2=O)cc1	0.3	-4	8%	-13%	6%	-1	i	3%
COC(=O)C1=CN(c2ccc(OC)cc2)C(N)=C(C#N)C1c1ccccc1F (stereo not drawn)	x	8	15%	-28%	u	-3	i	x
O=C(O)CCn1cc(/C=C\C(=O)c2ccc(Cl)cc2)c(-c2cccc(Br)c2)n1	-1.0	6	-11%	-28%	9%	-12	i	-2%
COc1ccc(OCCNC(=O)/C=C/c2ccccc2)cc1	0.8	-1	-1%	-19%	10%	2	i	-1%
C/C(=N\Nc1ccccc1)c1c(O)cc(C)oc1=O	-1.0	6	5%	i	9%	2	i	3%
Cc1cc(/C=N\NC(=O)CC(=O)NC2CCCCC2)c(C)n1-c1ccc(Cl)c(Cl)c1	-2.8	-19	1%	1%[57.5 µM]	-1%	-10	x	0%
CCOC(=O)N1CCN(C(=S)NC(=O)c2cc(Br)ccc2Cl)CC1	0.6	3	5%	-10%	3%	44	i	-3%
CCN(C(=O)c1c(-c2ccccc2Cl)noc1C)C1CCCCC1	-20	-3	5%	-9%	-17%	1	i	-3%
CSc1ccccc1NC(=O)Nc1ccc(F)c(Cl)c1	1.7	-24	-4%	i	-9%	-13	i	2%
COc1ccc(Cn2c(=O)cc(C)[nH]c2=S)cc1	-0.3	9	6%	i	19%	38	i	0%
CCN(CC)S(=O)(=O)c1ccc(-c2nnc(SCC(=O)Nc3ccc(OC)c(OC)c3)o2)cc1	-1.4	0	-18%	-28%	18%	1	x	1%
CN(Cc1ccccc1F)C(=O)c1ccc(NC(=O)CC2SC(N3CCCCC3)=NC2=O)cc1 (stereo not drawn)	1.0	0	3%	-87%[inhibitor]	7%	-3	i	x

The list is partial; count on the stated rates, not on these rows.
